Screening data from PubChem BioAssay.
esBAF inh: inhibitors of esBAF chromatin remodeling in mouse ES cells; Bmi1-luciferase knock-in reporter, 24 h; 100% = twice the neutral-well signal; reporter increase, % at 12.5 µM; actives 2% (n = 350,000); AID 602393; in the data active = activation above about 40%; inconclusive = no clear call, values can overlap the other calls;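 note: 0% = median of the plate's neutral control wells and 100% = double that signal; a rise in the Bmi1 reporter signal indicates esBAF inhibition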
RAD52 anneal inh: blocks human RAD52 DNA annealing; recombinant RAD52 DNA annealing, FRET fluorescence; inhibition, % at 18.7 µM; actives 0.46% (n = 360,000); P43351;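 active = every replicate showing at least 50% inhibition; inconclusive = mean inhibition at least 50% but not in every replicate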
ARNT-TACC3 inh: ARNT/TACC3 interaction disruption; AlphaScreen His-ARNT PAS-B/GST-TACC3 binding, luminescence; TACC3 fragment carries E629A point mutation; inhibition, % at 9.99 µM; actives 0.66% (n = 390,000); AID 623870;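 active = mean inhibition of replicates at least 50% and at least half of replicates each reaching 50%; inconclusive = half or more replicates reach 50% but mean below 50%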;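 note: 0% = complete ARNT plus TACC3 wells and 100% = ARNT alone without TACC3; many hits fall short of the cut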
RAD54 inh: blocks human RAD54 Holliday junction branch migration | inhibition, % at 10.4 µM | AID 602329 | actives 0.14% (n = 360,000) | FAM/BHQ fluorescence;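 active = mean normalized replicate activity at least 40 and at least half of replicates scoring 40 or more; inconclusive = only one of the two criteria met; inactive = mean below 40 and under half of replicates reaching 40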;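 note: 0% = median of neutral control wells and 100% = median of positive control wells; inhibitors cause a drop in the FAM fluorescence signal; in these data hits start at about 50%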
ERp5 inh: inhibitors of human ERp5; Q15084; ERp5 insulin aggregation, absorbance 650 nm, 90 min; inhibition, % at 9.99 µM; actives 0.05% (n = 350,000); AID 651711;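 active = mean replicate inhibition above about 25%, with every replicate also reaching it, limit read from the data, passing the limit was not always enough; inconclusive = only one of those two criteria met; inactive = neither criterion met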
PglD DTNB: PglD (C. jejuni) enzyme inhibition. purified PglD enzyme, DTNB colorimetric CoA detection. inhibition, % at 12.5 µM. actives 0.098% (n = 360,000); in the data active = inhibition above about 16%, passing the limit was not always enough; inconclusive = no clear call, values can overlap the other calls; note: strong numbers were not always called active
E-selectin induc: induces E-selectin expression in human endothelial cells; P16581; actives 0.37% (n = 260,000); activation, % at 7.58 µM; HUVEC E-selectin immunofluorescence imaging; normalized: neutral wells 0, TNF-alpha wells 100;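 active = mean E-selectin-positive cell signal at least 10% of the positive control, reached in at least 60% of replicates, without over 20% cell loss; inconclusive = no rule given, readout overlaps actives, possibly toxicity-flagged; inactive = the rest, including those meeting only one limit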;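 note: in these data hits start at about 27%; measured in HUVEC primary endothelial cells; signal is the percent of cells scored E-selectin positive by PE staining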
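System: HUVEC, human umbilical vein endothelial cells; quantity: 3,000 cells/well; buffer or medium: EGM-2 medium, gelatin-coated wells; dosing: single-point compound dose; detection: immunofluorescence imaging; evaluation: % PE-positive cells; benchmarks: TNF-alpha, DMSO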
Casp6 inh: blocks human caspase-6 cleavage activity; P55212; purified caspase-6, Z-VEID-R110 cleavage fluorescence; inhibition, % at 12.5 µM; actives 0.53% (n = 350,000);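 active = mean inhibition across replicates at least about 35%, with every replicate also reaching that limit, limit read from the data; inconclusive = only one of the two criteria met; inactive = neither criterion met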;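 note: 0% = median of neutral control wells and 100% = no fluorescence left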
Numbers without * were called inactive; ? = inconclusive; · = not tested or not shown; & = joins results of further samples.

Each structure is followed by: esBAF inh, RAD52 anneal inh, ARNT-TACC3 inh, RAD54 inh, ERp5 inh, PglD DTNB, E-selectin induc, Casp6 inh
[1] Cc1ccc(S(=O)(=O)Nc2ccc3c(c2)CC(=O)N([C@@H](C)CO)C[C@@H](C)[C@H](CN(C)C(=O)NC2CCCCC2)O3)cc1
→ 2, 26, -2, -4, 1, -3, 0.1, -2
[2] COC(=O)C1=C(Nc2ccccc2NS(=O)(=O)c2ccc(C(F)(F)F)cc2Cl)CSC1
→ -1, -24, -2, 3, -7, 1, 0.3, 0
[3] COc1ccc(C(=O)c2ccc([N+](=O)[O-])cc2)c(OC)c1OC
→ -3, 2, 4, 6, 3, 0, -0.4, -3
[4] CCOC(=O)N1CCN(CC(=O)Nc2ccc(OC)cc2)CC1
→ 4, ·, -2, -6, ·, -1, ·, ·
[5] COc1cc(C(=O)Nc2nnc(C(F)(F)F)s2)c([N+](=O)[O-])cc1OC
→ ·, -17, -3, 4, -4, 43*, ·, 9
[6] COc1ccc(S(=O)(=O)n2c(C)nc3ccccc32)cc1C
→ 4, -7, -7, -2, 1, -8, ·, -1
[7] O=C(CCc1nc2ccccc2c(=O)[nH]1)Nc1cccc(S(=O)(=O)N2CCOCC2)c1
→ 5, -24, 1, -4, 2, 6, ·, 2
[8] C[C@@H]1CN([C@H](C)CO)C(=O)CCCn2cc(nn2)CO[C@@H]1CN(C)Cc1ccc(C(=O)Nc2ccccc2N)cc1
→ -3, -2, -7, -13, 0, -4, 0.0, 1
[9] Cc1ccc(S(=O)(=O)N2CCCCC2)cc1NC(=O)c1cc(F)c(F)c(F)c1F
→ 1, -34, 1, 2, -9, -2, -0.6, -1
[10] Cc1cccn2c(=O)nc(SCC(=O)N3N=C(c4cccs4)CC3c3ccc(F)cc3)nc12 (centres undefined)
→ 16, -9, 1, ·, 0, ·, 2.1, -2
[11] CC(C)N(C(=O)[C@H]1C[C@H](CC(=O)NCCN2CCOCC2)C(=O)N2CCc3c([nH]c4cc(CCC(=O)N(C)C)ccc34)[C@]12C)C(C)C
→ 1, -12, 0, -7, 5, -1, -0.8, -43
[12] COc1ccc(C(=O)N(C)Cc2cnn(Cc3ccccc3)c2)cc1S(=O)(=O)N1CCOCC1
→ -14, -1, ·, 11, 2, 0, 3.4, 0
[13] CN(C(=O)c1ccncc1)c1ccccc1
→ ·, -13, ·, ·, -2, ·, 0.1, 3
[14] Cc1cccc(NC(=O)c2ccc3nccnc3c2)n1
→ ?, -38, ·, 6, 3, -3, -0.1, 0
[15] N#CCCN(Cc1ccncc1)C(=S)NC1CC2C=CC1C2 (centres undefined)
→ ·, -14, 5, -2, 4, 5, -0.1, 1
[16] COc1ccc(NS(=O)(=O)c2cccc(C(=O)N/N=C/c3cn(-c4ccccc4)nc3-c3ccccc3)c2)cc1
→ 30, -1, -5, ·, 4, -7, -0.2, -1
[17] Cc1cccc(-n2c(O)c(C=Nc3ccc4c(c3)OCO4)c3ccccc3c2=O)n1
→ -2, ·, -9, -5, ·, -1, ·, ·
[18] Cc1cccc(N2N=C(C(=O)Nc3nc(C)cs3)CCC2=O)c1
→ ·, -15, -5, ·, 3, ·, ·, 0
[19] O=C(CSc1nc2ccsc2c(=O)n1Cc1ccc(C(=O)O)cc1)NCC1CCCO1 (centres undefined)
→ ·, -12, ·, 2, -7, -4, ·, -1
[20] Cc1nnc(NC(=O)CSc2nnc(-c3ccco3)n2C(C)C)s1
→ -3, 1, 3, 10, 0, -3, -0.1, -1
[21] COc1ccccc1-c1nnc(SCC(=O)N2CCCC2)o1
→ 17, -17, -7, -10, 2, -1, 1.0, -3
[22] COc1ccccc1CN1C[C@@H]2C[C@@H](c3cccc(C)c3)N3CCC[C@@]23C1=O
→ ·, -57, 5, ·, ?, ·, ·, 2
[23] CCC(Oc1ccccc1)C(=O)NC1CCCCCC1 (centres undefined)
→ ·, -2, 1, -4, 3, -3, -0.4, 1
[24] CCOc1ccccc1N(CC(=O)Nc1ccc(S(=O)(=O)N2CCOCC2)cc1)S(=O)(=O)c1ccc(Cl)cc1
→ ·, -8, 32, ·, 0, ·, ·, 1
[25] COc1ccc(CCc2nnc(NS(C)(=O)=O)s2)cc1
→ -6, -10, -2, -14, -1, 2, ·, 1
[26] CC(C)CC(=O)OC1C(N2CCOCC2)c2c(ccc(/C=C/C(=O)N3CCOCC3)c2O)OC1(C)C (centres undefined)
→ 3, -4, -6&-16, 6&-12, 2, -5&3, ·, 1
[27] COc1cccc(NC(=O)N[C@@H]2CC[C@H](CC(=O)NCc3ccncn3)O[C@H]2CO)c1
→ -2, 4, 28, 4, 6, 3, 0.4, 2
[28] O=C(CCNS(=O)(=O)c1ccc2[nH]c(=O)oc2c1)NCc1ccc(F)cc1
→ 0, -3, 7, 1, -4, -2, -1.4, 1
[29] CCc1cccc(NC(=O)c2snc3c(=O)[nH]cnc23)c1
→ 14, ·, -4, -3, ·, -3, ·, ·
[30] CC(=O)Nc1ccc(OCc2ccc3c(c2)OCO3)cc1
→ 10, -1, -23, 4, 1, -8, 2.2, 0
[31] O=C(NC1CCCCC1)c1ccc(CNc2ccccc2)o1
→ 1, ·, -6, -4, ·, -5, ·, ·
[32] CCN(CC)c1ccc(C(=O)OCC(=O)Nc2cc3oc4ccccc4c3cc2OC)cc1
→ 3, ·, -9, 1, ·, -3, ·, ·
[33] CCCCN1CC(CO)Oc2cccc(F)c2S1(=O)=O (centres undefined)
→ -7, -8, 0, -9, -2, 2, -0.1, 1
[34] COCCn1c(SCC(=O)Nc2nc(C)cs2)nnc1C(C)C
→ -3, -1, -4, 5, -7, -6, ·, -1
[35] O=S(=O)(N1CCOCC1)n1nnc2ccccc21
→ 0, ·, -7, -2, ·, -6, ·, ·
[36] CN1C(C(=O)NCc2ccccc2)CC2Cn3c(nc4ccccc43)C21 (centres undefined)
→ -3, -38, 1, -4, 3, 5, -0.1, 0
[37] C[C@@H]1CN([C@@H](C)CO)C(=O)Cc2cc(NC(=O)Cc3cn(C)c4ccccc34)ccc2O[C@@H]1CN(C)Cc1ccncc1
→ 6, -20, -4, -8, 1, 4, ·, -1
[38] O=P(Nc1ccccc1)(Nc1ccccc1)c1ccccc1
→ -2, -18, ·, ·, 2, ·, 0.4, -1
[39] O=C(c1cccc(F)c1)N1CC(=O)N2[C@@H](CO)[C@H](c3ccc(C4=CCCCC4)cc3)[C@@H]2C1
→ ·, -3, ·, ·, -1, ·, 0.1, 0
[40] CCOc1ccccc1NC(=O)CC1Nc2cc(C)c(C)cc2NC1=O (centres undefined)
→ 4, ·, 2, -5, ·, -1, ·, ·
[41] CCCCN(C(=O)C(C)(C)Oc1ccc(Cl)cc1)c1c(N)n(CCC)c(=O)[nH]c1=O
→ -3, -11, 4, 1, -6, 2, ·, -1
[42] O=C(C[C@@H]1C=C[C@H](NC(=O)C2CCOCC2)[C@@H](CO)O1)NCC1CCCCC1
→ 3, -9, -3, -4, 2, -1, 0.1, -2
[43] CCOc1ccc(C(=O)O/N=C(\N)c2ccccn2)cc1
→ -84, -1, 4, 8, 0, 9, -0.5, -3
[44] COc1cccc(NC(=O)CNC(=O)c2ccccc2)c1
→ 38, ·, 1, 1, ·, -5, ·, ·
[45] Fc1ccccc1/C=N/n1c(-c2cccnc2)n[nH]c1=S
→ 0, -3, -1, ·, 2, ·, 4.5, -4
[46] COCCCNC(=O)[C@@]1(CCS(=O)(=O)c2ccccc2)COC(c2ccc(OCCCO)cc2)=N1
→ ·, -14, 4, -2, 0, 2, ·, 1
[47] O=C(Nc1ccnn1C1CCN(Cc2ccccn2)CC1)c1cccc(F)c1
→ 1, -8, 4, 8, 2, -9, 2.6, 0
[48] CCOCCOC(=O)COc1ccc2c(-c3ccccc3)cc(=O)oc2c1
→ ·, -15, 5, ·, 5, ·, 0.9, -1
[49] COc1ccc(CNC(=O)c2cn(Cc3ccccc3F)c(=O)s2)cc1
→ -6, -31, ·, -10, 9, 4, ·, 3
[50] CCOC(=O)C1CCN(S(=O)(=O)c2ccc3c(c2)CCN3C(=O)C2CCC2)CC1
→ -8, ·, -5, -6, ·, -2, ·, ·
[51] O=C(Cn1ncc2c3ccccc3n(Cc3ccccc3F)c2c1=O)N1CCN(c2ccccn2)CC1
→ -2, -4, 4, -3, -1, 3, -0.4, 0
[52] COC(=O)C(C(=O)Nc1ccccc1C)C1CCCCCC1 (centres undefined)
→ ·, -3, -2, ·, -1, ·, ·, -4
[53] COc1cc(OC)cc(-c2sc3ccc(OC)cc3c2C#CC(C)(C)O)c1
→ -3, ·, -1, 11, ·, 2, 0.5, ·
[54] C[C@@H]1CN([C@@H](C)CO)C(=O)Cc2cc(NS(=O)(=O)c3cn(C)cn3)ccc2O[C@@H]1CN(C)S(=O)(=O)c1ccccc1
→ 2, -4, -10, -10, 0, -1, -0.3, 0
[55] CCOc1cc(NC(=S)NCCCN2CCOCC2)c(OCC)cc1NC(=O)C1CCCCC1
→ ·, -4, 0, ·, -4, ·, -3.2, -2
[56] CCOC(=O)N1CCN(S(=O)(=O)c2c(C)nc3sccn3c2=O)CC1
→ -6, -8, -5, -8, -14, 1, ·, 0
[57] CCSC(=S)c1c(C)[nH]n(-c2ccccc2)c1=O
→ ·, -2, 11, -1, 1, -8, ·, 14
[58] C[C@@H]1CN([C@H](C)CO)C(=O)c2cc(NC(=O)C3CCCCC3)ccc2O[C@H]1CN(C)S(=O)(=O)c1ccccc1
→ 1, 23, 25, -2, -3, 1, 0.6, 0
[59] Cc1cccc(NS(=O)(=O)c2cnc(Cl)c(Br)c2)n1
→ ·, ·, 4, -2, ·, 10, 0.0, ·
[60] CC(C)NC(=O)N[C@H]1CC[C@H](CCNS(=O)(=O)c2ccc(Cl)cc2)O[C@@H]1CO
→ 4, -3, 11, 2, 1, -1, 0.8, -1

The results go on.
Each structure is followed by: esBAF inh, RAD52 anneal inh, ARNT-TACC3 inh, RAD54 inh, ERp5 inh, PglD DTNB, E-selectin induc, Casp6 inh
[61] O=C(C[C@H]1CC[C@H]2[C@@H](COC[C@H](O)CN2C(=O)Nc2ccc(Cl)c(Cl)c2)O1)NCc1ccc(Cl)cc1
→ 3, 8, -2, 12, 4, -2, 0.2, 1
[62] O=C(Nc1ncccc1O)c1ccc(NS(=O)(=O)c2ccc3[nH]c(=O)[nH]c3c2)cc1
→ -7, -10, ·, -14, -3, 2, 0.8, 5
[63] O=C(C[C@H]1C[C@@H]2c3cc(NC(=O)c4ccc5c(c4)OCO5)ccc3O[C@@H]2[C@H](CO)O1)NCCN1CCCCC1
→ -1, 18, 10, 2, 25, 3, -0.1, -49
[64] CCN(CC)C(=O)C1CCCN(Cc2cccc(F)c2)C1 (centres undefined)
→ 1, ·, 5, -1, ·, -3, 0.8, ·
[65] COc1ccc(S(=O)(=O)CCc2nnc(NC(C)=O)s2)cc1
→ ·, -9, 2, ·, -5, ·, ·, 0
[66] C=CCN(CC=C)CCOc1cc(C)ccc1[N+](=O)[O-]
→ ·, -1, ·, ·, -5, ·, 0.3, -20
[67] CCC(C)[C@H](NC(=O)N1CC(=O)Nc2ccccc21)C(=O)Nc1ccccc1C (some centres undefined)
→ -13, -3, -6, -7, -4, 1, ·, -1
[68] CCCN(C(=O)C(=O)Nc1ccc2nc3n(c(=O)c2c1)CCCCC3)c1ccc(OCC)cc1
→ 3, 3, 0, 0, -2, 3, 0.1, -3
